Screens: PubChem BioAssay, The Scripps Research Institute Molecular Screening Center
MITF inh = inhibitors of human MITF; AlphaScreen MITF homodimerization, bead proximity signal; inhibition, % at 2.6 µM; 650,000 tested, 0.91% active; in the data active means inhibition above about 50%;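 further: 0% = vehicle wells with protein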
GPR151 ag = activates the human receptor GPR151. AID 1508602. 650,000 tested, 1% active. Q8TDV0. PathHunter beta-arrestin GPR151 cells, luminescence. activation, % at 11.2 µM; in the data active means activation above about 4.9%;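 further: 0% = median of compound wells and 100% = cells with positive control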
Target sequence (Q8TDV0 whole entry, looked up): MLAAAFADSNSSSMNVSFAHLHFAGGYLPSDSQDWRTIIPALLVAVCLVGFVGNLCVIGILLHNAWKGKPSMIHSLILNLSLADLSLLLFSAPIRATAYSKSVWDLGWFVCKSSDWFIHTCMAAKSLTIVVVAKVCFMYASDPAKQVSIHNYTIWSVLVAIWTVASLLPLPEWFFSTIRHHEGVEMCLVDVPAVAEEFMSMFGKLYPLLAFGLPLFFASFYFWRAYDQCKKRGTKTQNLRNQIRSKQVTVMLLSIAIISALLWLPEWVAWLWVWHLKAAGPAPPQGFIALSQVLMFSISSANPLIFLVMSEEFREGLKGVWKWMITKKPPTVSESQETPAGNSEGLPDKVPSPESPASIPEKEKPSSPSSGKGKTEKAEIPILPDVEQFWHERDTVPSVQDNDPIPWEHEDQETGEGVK
TEAD-YAP block = TEAD-YAP interaction inhibition. HEK-TIYL cells, TEAD-Gal4/YAP UAS-luciferase luminescence. 640,000 tested, 1.4% active. inhibition, % at 9.12 µM; in the data active means inhibition above about 32%;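 further: 0% = median of test compound wells and 100% = reference inhibitor wells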
FBW7 act = activators of human E3 ligase FBW7; AlphaScreen FBW7–phospho-cyclin E peptide binding, activator screen; normalized activity (activation), % at 26.1 µM; AID 1259310; 650,000 tested, 0.13% active; in the data active means normalized activity above about 1.9%;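 further: purified mutant Fbw7 with reduced substrate affinity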
Target sequence (Q969H0 whole entry, looked up): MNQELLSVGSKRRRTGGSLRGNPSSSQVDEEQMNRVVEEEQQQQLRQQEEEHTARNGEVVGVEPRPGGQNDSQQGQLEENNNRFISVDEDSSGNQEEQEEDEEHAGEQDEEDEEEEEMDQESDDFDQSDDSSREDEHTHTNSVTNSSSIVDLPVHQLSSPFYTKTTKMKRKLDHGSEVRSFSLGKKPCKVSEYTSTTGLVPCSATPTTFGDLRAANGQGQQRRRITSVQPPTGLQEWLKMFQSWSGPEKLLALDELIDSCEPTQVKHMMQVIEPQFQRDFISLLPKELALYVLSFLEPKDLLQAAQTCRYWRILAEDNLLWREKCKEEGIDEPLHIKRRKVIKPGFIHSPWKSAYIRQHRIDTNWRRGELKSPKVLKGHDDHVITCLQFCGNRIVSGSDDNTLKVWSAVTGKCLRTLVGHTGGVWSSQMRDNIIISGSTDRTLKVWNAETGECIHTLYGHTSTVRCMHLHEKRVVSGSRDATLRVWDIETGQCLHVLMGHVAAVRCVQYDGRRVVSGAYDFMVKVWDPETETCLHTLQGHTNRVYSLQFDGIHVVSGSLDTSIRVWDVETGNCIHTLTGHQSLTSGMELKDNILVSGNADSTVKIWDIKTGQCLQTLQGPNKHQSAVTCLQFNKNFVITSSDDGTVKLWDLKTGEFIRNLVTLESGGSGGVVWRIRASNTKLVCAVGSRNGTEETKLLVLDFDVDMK
* = called active by the depositor; . = not tested or not shown.

SMILES	MITF inh	GPR151 ag	TEAD-YAP block	FBW7 act
COc1ccc(NC(=O)c2cc3ccccn3n2)cc1	-9.5	-2.8	-51.6	-0.1
O=C(CSC1CC(=O)N(CCc2ccccc2)C1=O)Nc1cccc(Cl)c1 (centres undefined)	-0.2	0.0	-8.7	0.2
O=C(Cc1csc(-n2cccc2)n1)Nc1ccc2c(c1)OCCO2	3.9	1.6	25.1	-0.1
Cc1ccc(C(=O)Nc2ccccc2C(=O)NCc2ccco2)cc1	2.2	1.5	-19.8	-0.1
Cc1ccc(-c2csc3nc(-c4cccs4)oc(=O)c23)cc1	-9.4	-0.3	1.0	-0.2
O=C(Oc1ccc(-c2cnc3ccccc3n2)cc1)c1ccc(Cl)cc1	-0.6	-0.1	-0.8	-0.1
COc1ccc(Cc2nnc(NC(=O)c3cccc(I)c3)s2)cc1OC	12.9	-0.3	-9.8	0.2
CC(C)(C)NC(=O)CCNS(=O)(=O)c1ccccc1	8.2	-2.0	-10.2	0.0
Cc1ccc2c(c1)c(=O)c1ccccc1n2CC(=O)Nc1ccc(Br)cn1	1.0	1.1	-0.5	-0.1
O=C(CSc1cc(Cl)nc(Cl)c1)NNc1ccccc1	-4.9	-1.9	5.0	0.0
CCOC(=O)c1c(NC(=O)c2ccc([N+](=O)[O-])cc2)sc(C)c1-c1ccccc1	7.2	-0.6	4.1	0.0
Nc1nonc1-c1nc2ccccc2[nH]1	-2.6	-1.1	-13.8	0.4
COc1ccc(-c2cc(-c3ccccc3)nc(SCC(C)=O)c2C#N)cc1	-8.7	-1.2	8.3	0.0
O=C1C2CCCN2C(c2ccccc2F)N1c1nccs1 (centres undefined)	-12.7	0.2	-8.2	0.1
COc1ccc(SCC(=O)N(CCn2cccn2)c2nc3c(F)cccc3s2)cc1	-8.0	0.4	4.3	0.0
CC(=O)Oc1ccc2oc(=O)c3c(c2c1)CCCN3C(=O)CN1CCCCC1	-0.4	0.0	5.5	-0.1
Cc1nnc(SCC(=O)N2C(C)CCCC2C)nc1C (centres undefined)	-9.2	-0.8	0.9	-0.1
CC(=O)Nc1c2c(nn1-c1cccc(C)c1C)CS(=O)(=O)C2	15.8	0.3	-2.5	0.9
COc1ccc(C)cc1S(=O)(=O)NCc1ccc(Cl)cc1	7.0	1.0	13.1	-0.2
Cc1ccc(-c2csc3nc(C)n(-n4cccc4)c(=O)c23)o1	25.2	0.6	2.1	0.4
O=S(=O)(NCCC1=CCCCC1)c1cccc2nsnc12	-4.0	1.2	-1.5	0.0
Nc1cccc2c1C(=O)N(C(=O)c1nc(-c3ccccc3)n(-c3ccccc3)n1)C2=O	-8.0	-1.0	-4.1	0.0
O=C(Nc1cc(Oc2ccc(I)cc2)cc([N+](=O)[O-])c1)c1ccc(F)cc1	-4.1	0.7	-2.4	-0.2
O=C(Nc1ccc(F)c(F)c1)c1ccc(F)c(S(=O)(=O)N2CCc3ccccc32)c1	10.7	2.4	-3.4	0.0
CCOc1cc(C2Nc3ccccc3NC3=C2C(=O)CC(c2cccs2)C3)cc(Br)c1O (centres undefined)	-5.4	-0.7	13.6	0.1
O=C(O)c1ccc(S(=O)(=O)NCc2ccc3c(c2)OCO3)cc1	-8.1	-0.8	-4.5	0.0
COc1ccc(-c2nc(CN3CCC(C(=O)NC(C)C)CC3)c(C)o2)cc1	19.0	-0.3	-10.9	0.1
O=C(NCc1ccc(Cl)s1)c1cc(COc2c(F)cccc2F)on1	2.3	-0.5	4.4	0.1
CNC(=O)COc1ccc(Nc2nnc(-c3ccc(C)c(S(=O)(=O)NC(C)C)c3)c3ccccc23)cc1	10.4	-0.3	-5.7	-0.1
COc1ccc(N2C(=O)c3ccccc3NC2c2ccc(OC)cc2O)cc1 (centres undefined)	4.4	-2.9	20.8	0.3
O=C(COC(=O)C1CC(=O)N(c2ccccc2Cl)C1)c1ccc(Br)cc1 (centres undefined)	3.0	2.0	6.1	0.0
O=C(Nc1cccc2ccccc12)C1CC12CCC2 (centres undefined)	-3.6	0.6	1.9	0.3
Cc1ncc(CO)c(/C=N/NC(=O)Cc2ccccc2)c1O	16.5	-1.1	12.6	-0.6
CC1CCCC(C)N1C(=O)COC(=O)c1ccccc1I (centres undefined)	-2.8	-0.2	-2.4	0.1
CCOc1ccccc1C1NC(=O)NC(C)=C1C(=O)OC(C)C (centres undefined)	11.4	-1.6	-7.6	0.1
Cc1cc(C(=O)OC(C(=O)NC(N)=O)C(C)C)c(C)n1-c1ccccc1 (centres undefined)	3.9	0.8	-12.6	-0.2
O=C(COc1ccccc1)NCc1cccnc1	-5.7	0.9	6.5	-0.1
COC(=O)c1cccc(NS(=O)(=O)c2ccc(OC)c(Cl)c2Cl)c1C	3.4	2.7	3.9	-0.1
N#Cc1cccc2c1NC(c1cccc(Cl)c1Cl)C1CC=CC21 (centres undefined)	10.8	0.2	6.1	0.2
COc1ccc(-n2ncc3c(NCc4ccccc4)ncnc32)cc1	2.5	3.4	-37.6	-0.1
Cc1c(C(=O)N2CCC[C@H]2CO)sc2ncnc(NCc3ccco3)c12	21.2	0.7	11.7	0.5
O=C(Nc1nnc(Cc2cccs2)o1)c1ccccc1	-9.0	0.0	-5.5	-1.1
N[C@H]1CONC1=O	2.8	0.8	.	-0.1
Clc1cccc(-c2nnc3sc(C4COc5ccccc5O4)nn23)c1 (centres undefined)	10.6	0.4	0.6	0.2
COc1cccc(C(=O)N2CCN3C(=O)[C@H](CO)NC(=O)[C@H]3C2)c1	18.4	0.0	-4.9	0.0

Entries of single compounds, quoted from the list:
N[C@H]1CONC1=O is listed as MITF inh: 2.8; GPR151 ag: 0.8; TEAD-YAP block: .; FBW7 act: -0.1
Cc1ncc(CO)c(/C=N/NC(=O)Cc2ccccc2)c1O is listed as MITF inh: 16.5; GPR151 ag: -1.1; TEAD-YAP block: 12.6; FBW7 act: -0.6

New compounds follow.
SMILES	MITF inh	GPR151 ag	TEAD-YAP block	FBW7 act
CC(C)C(=O)Nc1ccc(NC(=O)c2cccs2)cn1	15.4	0.8	-25.3	0.2
O=C(NCCCN1CCOCC1)c1ccc(-n2c(=S)[nH]c3ccccc3c2=O)cc1	8.3	-0.4	1.1	-0.1
Cc1cc(OCC(=O)OC(C)(C)C)c2c(C)cc(=O)oc2c1	23.1	1.0	2.0	0.1
CCOC(=O)c1c(C)sc2c3c([nH]c12)CCCC3	4.1	1.0	61.6*	0.1
CCOc1ccc(-c2nc(-c3ccc([N+](=O)[O-])cc3)no2)cc1OCC	-8.7	-1.1	-8.2	0.0
CCOC(=O)C(C)(C)Sc1ncnc2c1c(-c1ccccc1)cn2-c1ccc(OC)cc1	-32.1	-1.3	5.1	0.0
OC(C1C=CC2(COC(C(F)(F)F)(C(F)(F)F)O2)O1)(C(F)(F)F)C(F)(F)F (centres undefined)	10.7	2.7	-7.0	0.0
CCN(Cc1ccncc1)Cc1ccc2c(c1)CN(C(=O)C1=C(C)OCCO1)CCO2	-3.4	1.4	11.1	0.1
Cc1ccc(C)c(C(=O)Nc2ccc(S(=O)(=O)Nc3nccc(C)n3)cc2)c1	4.2	-1.4	-5.2	0.6
COC(=O)c1cc2occc2n1CC(=O)N1CCCc2ccccc21	9.2	-0.8	1.2	1.4
O=c1c(NC2CC2)c(N2CCN(c3ccc4cccc(-c5cncnc5)c4n3)CC2)c1=O	13.9	0.1	29.5	-0.1
CCOc1ccc(C(C)C)cc1S(=O)(=O)n1ccnc1C	21.2	-0.5	-3.8	0.0
COc1cccc(NC(=O)/C=C/c2ccccc2[N+](=O)[O-])c1	19.3	-4.9	-47.3	0.6
CCOc1ccc2c(c1)C(=C1SC(C(=O)OC)=C(C(=O)OC)S1)C(=S)C(C)(C)N2C(=O)c1ccc(-c2ccccc2)cc1	-1.8	2.3	2.2	-0.3
Cc1cc(Br)c(NC(=O)CSc2nnc(N)s2)cc1C	2.6	-0.7	-6.3	1.0
Cc1nn(CC(=O)NC(C)c2ccccn2)c(=O)c2cc3sccc3n12 (centres undefined)	15.1	0.1	-2.7	-0.1
Cc1cc(C)cc(-n2nnc(C(N)=O)c2N)c1	9.9	0.5	6.3	0.4
COC(=O)C1CCN(Cc2ccc3c(c2)CN(C(=O)c2cc(C)oc2C)CCO3)CC1	7.3	0.2	8.6	0.6
COc1cc(C2C(C(N)=O)=C(C)Nc3ncnn32)ccc1OCc1ccccc1F (centres undefined)	16.0	0.0	0.6	0.0
Cc1ccc(-c2ccc(=O)n(CC(=O)NCCc3ccccc3)n2)cc1	-1.4	2.5	11.3	-0.2
O=C(Nc1ccc(F)cc1F)N1CCC(n2nnc3cc(C(F)(F)F)ccc32)CC1	1.3	-1.1	-2.2	-0.1
COc1ccc(NC(=O)C2=C(C)NC(=S)NC2c2cccc(Cl)c2)cc1 (centres undefined)	-3.6	-0.2	-15.6	-0.1
CN1CCN(NC(=O)Nc2ccccc2-c2ccccc2)CC1	2.0	2.8	4.7	0.0
O=C(NCc1ccc2c(c1)OCO2)c1cc(-c2ccccc2F)no1	-0.5	0.2	-6.0	-0.1
COC(=O)C1=C(C)N(Cc2ccccc2)C(=O)N[C@H]1c1cccc(F)c1	-2.1	1.5	.	0.0
NC(=O)C1(N2CCCCC2)CCN(C(=S)Nc2ccc(Cl)cc2)CC1	11.3	0.4	7.0	0.1
Cc1ccc(CC(=O)NCCc2ccc(S(N)(=O)=O)cc2)cc1	10.8	-0.8	0.4	0.1
COc1cc(OC)c(C2SCCN2S(=O)(=O)c2cccc(C)c2)cc1OC (centres undefined)	9.2	0.2	-0.3	0.0
COC(=O)c1c(N)sc(C(=O)Nc2ccccc2C)c1C	-21.6	-2.5	24.5	-0.1
c1ccc2c(c1)nc(NCC1CCCO1)c1nccn12 (centres undefined)	-5.8	0.4	-17.9	-0.2

The last five records of the part above are carried over, then new ones follow:
SMILES	MITF inh	GPR151 ag	TEAD-YAP block	FBW7 act
NC(=O)C1(N2CCCCC2)CCN(C(=S)Nc2ccc(Cl)cc2)CC1	11.3	0.4	7.0	0.1
Cc1ccc(CC(=O)NCCc2ccc(S(N)(=O)=O)cc2)cc1	10.8	-0.8	0.4	0.1
COc1cc(OC)c(C2SCCN2S(=O)(=O)c2cccc(C)c2)cc1OC (centres undefined)	9.2	0.2	-0.3	0.0
COC(=O)c1c(N)sc(C(=O)Nc2ccccc2C)c1C	-21.6	-2.5	24.5	-0.1
c1ccc2c(c1)nc(NCC1CCCO1)c1nccn12 (centres undefined)	-5.8	0.4	-17.9	-0.2
CCOc1ccc2nc(SCC(=O)N3c4ccccc4CCc4ccccc43)sc2c1	30.8	-0.8	-4.0	0.4
CCOC(=O)CSc1nc2cc(C(=O)NCCc3ccc(OC)c(OC)c3)ccc2c2nc3ccccc3n12	0.5	-0.5	12.8	0.0
CC(C)C(=O)NCC1CCC2(CCN(Cc3ccc(CN4CCCCC4)s3)CC2)O1 (centres undefined)	-10.3	-0.2	2.0	0.1
COc1ccc(NC(=O)Nc2nnc(Cc3cccc(Br)c3)s2)cc1	-9.0	-0.9	-1.6	0.2
CN(C)CCCNS(=O)(=O)c1ccc(NC2CCCCCC2)c([N+](=O)[O-])c1	9.2	4.4	20.4	-0.2
CCC(C)NS(=O)(=O)c1ccc(C)cc1C (centres undefined)	7.3	-1.1	-4.8	0.0
CCOC(=O)C1=C(C)N=c2s/c(=C/c3ccc(-c4cccc(Cl)c4Cl)o3)c(=O)n2C1c1ccc(OC)cc1 (centres undefined)	-0.2	0.0	-0.8	-0.1
COc1ccccc1OCC(=O)N1CC2(C)CC1CC(C)(C)C2 (centres undefined)	-5.0	1.1	-4.0	-0.3
O=C(NC1CCCCC1)c1ccc2ncsc2c1	2.1	0.2	-4.0	-0.1
CCCCSc1nc2sc3c(c2c(=O)n1C1CCCCC1)CCCC3	3.6	1.9	0.9	0.0
O=C1CC(N2CCN(c3ncccn3)CC2)C(=O)N1c1ccc(F)cc1 (centres undefined)	1.0	0.6	11.3	-0.1
O=C(NN=C1CCC(c2ccccc2)CC1)c1ccc(O)cc1 (centres undefined)	13.6	2.1	-19.0	0.2
O=C(NC1CC1)c1ccc(-c2cc(NC3CC3)ncn2)cc1	8.6	1.2	-18.8	0.0
Cc1c(C(=O)NC(C)c2ccccc2)sc2ncnc(N3CCOCC3)c12 (centres undefined)	-7.3	-1.0	-25.1	-0.2
CC(C)Cn1c(=O)c2c(nc3n2CC(C)CN3C2CCCCC2)n(C)c1=O (centres undefined)	-1.8	0.9	-5.2	0.3
Nc1nc(NCc2nc3ccccc3[nH]2)cc(Nc2cnccn2)n1	7.0	0.5	-0.7	0.2
O=C(CCn1c(=O)[nH]c2ccsc2c1=O)N(Cc1ccccc1)Cc1ccccc1	5.4	-0.6	12.9	-0.1
COc1ccccc1CNC(=O)Cc1ccc(OC)c(OC)c1	2.1	2.8	9.7	0.3
Nc1ncc(Br)cc1S(=O)(=O)Nc1ccc(Cl)c(C(F)(F)F)c1	4.1	1.2	10.1	0.0
COc1ccc2c(c1)c(CCN)c(C(=O)O)n2C	5.2	1.2	6.4	0.1
CCCc1nc2ccccc2n1CC(O)COC1CC=CCC1 (centres undefined)	-5.2	-1.2	-84.7	-0.4
O=C(Cn1nnc(-c2ccccc2Cl)n1)Nc1cccc(Br)c1	5.5	0.6	10.7	0.3
O=C(N/C(=C/c1cccnc1)C(=O)N1CCCC1)c1ccco1	-4.5	0.6	-3.2	-0.5
Cc1cc(C(=O)NCCCN=C2NS(=O)(=O)c3ccccc32)ccc1[N+](=O)[O-]	8.6	-0.7	-16.8	0.3
COc1ccc(S(=O)(=O)n2cc(F)c(=O)[nH]c2=O)cc1	29.4	1.4	3.6	-0.5
CN(C)C(=O)CSc1nc2cc3c(cc2cc1C#N)OCCO3	-3.7	-0.1	-2.9	0.0
COc1ccccc1NC(=O)c1c(C)[nH]c(=S)c(C#N)c1-c1ccco1	18.8	0.0	2.7	0.2
